# PI4K2A block = qHTS for small molecular inhibitors of PI4K2A. Phosphatidylinositol 4-kinase type 2-alpha (Homo sapiens), Q9BTU6. purified PI4K2A, ADP-Glo luminescence, 1 h; stronger effect = lower value. activity change, negative = inhibition, % at 76.9 µM. actives 0.13% (n = 420,000); in the data active = activity change below about -50%; inconclusive = mostly about -30% to -49%;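 note: -100% = wells without enzyme as full effect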
#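 Compounds are screened against recombinant PI4K2A using PI as substrate and ATP, the latter dispensed at 300 microM. Reactions run one hour at ambient temperature before ADP-Glo detection; full inhibition defined by wells lacking enzyme.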
# Pin1 inhibitor = qHTS Assay to Find Inhibitors of Pin1. AID 504891, 2011. Peptidyl-prolyl cis-trans isomerase NIMA-interacting 1 (Homo sapiens), Q13526. Pin1 FP peptide displacement, HiFluor488, 10 min. actives 0.009% (n = 390,000). Potency, µM (titrated, usually from 115 µM), for the others: at the top dose activity, negative = inhibition, actives largely listed as inhibitors; active = well fitted inhibition curve with a large enough effect in the polarisation, with a control signal flat, not every such curve was filed as active; inconclusive = small, poorly fitted or top-dose-only effect, or effect the other way, or a change in a side signal; inactive = no such curve, though single readings can be large or run the other way; the % refers to the polarisation; note: potency is the fitted concentration of half-maximal effect; % is set by controls: 0 for no effect and ±100 for the full control effect
# GLS inh = qHTS for Inhibitors of Glutaminase (GLS); actives 0.21% (n = 410,000); Glutaminase kidney isoform, mitochondrial (Homo sapiens), O94925; Potency, µM (series often up to 45.5 µM), inactives show at the highest dose activity change, negative = inhibition, actives largely listed as inhibitors; GLS enzymatic activity, qHTS titration; note: potency is the fitted concentration of half-maximal effect; % is set by controls: 0 for no effect and ±100 for the full control effect
# Target sequence (O94925 whole entry, looked up, canonical isoform): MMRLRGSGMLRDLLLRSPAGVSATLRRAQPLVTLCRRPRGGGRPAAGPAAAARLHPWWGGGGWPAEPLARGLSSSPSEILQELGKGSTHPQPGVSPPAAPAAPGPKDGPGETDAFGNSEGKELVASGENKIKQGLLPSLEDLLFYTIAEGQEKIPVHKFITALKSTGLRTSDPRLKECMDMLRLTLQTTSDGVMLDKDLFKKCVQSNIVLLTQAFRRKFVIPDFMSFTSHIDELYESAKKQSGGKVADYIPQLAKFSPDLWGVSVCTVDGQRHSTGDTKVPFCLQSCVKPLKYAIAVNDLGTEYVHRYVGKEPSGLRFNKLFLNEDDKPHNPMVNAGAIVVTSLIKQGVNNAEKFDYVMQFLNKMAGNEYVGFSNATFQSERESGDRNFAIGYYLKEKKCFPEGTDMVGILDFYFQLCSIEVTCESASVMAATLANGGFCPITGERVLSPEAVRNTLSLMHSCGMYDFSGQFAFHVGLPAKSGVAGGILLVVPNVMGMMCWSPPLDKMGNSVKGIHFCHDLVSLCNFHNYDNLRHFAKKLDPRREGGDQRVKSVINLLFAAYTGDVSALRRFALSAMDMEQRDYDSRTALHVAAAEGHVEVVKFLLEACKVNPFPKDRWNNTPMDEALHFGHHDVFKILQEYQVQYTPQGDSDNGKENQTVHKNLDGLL
#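 hKGA in 45 mM KH2PO4 pH 8.2, 0.02% Tween-20 with pin-transferred compounds; 1 mM L-glutamine (stock) plus glutamate oxidase/HRP/Amplex Red coupling added. Fluorescence read initially and after 30 min at RT.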
# JMJD2A Tudor = qHTS Assay for Inhibitors of JMJD2A-Tudor Domain. Lysine-specific demethylase 4A (Homo sapiens), O75164. AlphaScreen JMJD2A-Tudor / H3K4me3 peptide binding. Potency, µM (top dose mostly 114 µM), for the others: at the top dose activity change, negative = inhibition, hits mostly inhibitors. actives 4.4% (n = 390,000). AID 504339, 2011; note: potency is the fitted concentration of half-maximal effect; % is set by controls: 0 for no effect and ±100 for the full control effect; nearly all actives have a fitted effect of over 50% in size
# POLH inh = qHTS for Inhibitors of Polymerase Eta; recombinant Pol eta, fluorescent DNA replication assay; Potency, µM (top dose mostly 114 µM), for inactives: at the highest dose activity change, negative = inhibition, hits mostly inhibitors; AID 588591, 2011; actives 1.2% (n = 390,000); note: potency is the fitted concentration of half-maximal effect; % is set by controls: 0 for no effect and ±100 for the full control effect
#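 Pol eta (10 nM) was preincubated with compounds for 15 min at room temperature, after which fluorescent replication substrate (50 nM final) was added to start the reaction. Fluorescence was read kinetically at 0 and 10 min.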
# G9a block = qHTS Assay for Inhibitors of Histone Lysine Methyltransferase G9a; Histone-lysine N-methyltransferase EHMT2 (Homo sapiens), Q96KQ7; G9a H3K9 monomethylation, AlphaScreen, 2 h; Potency, µM (titrated, usually from 102 µM), for the others: top-dose activity, negative = inhibition, hits mostly inhibitors; actives 8.8% (n = 350,000); note: potency is the fitted concentration of half-maximal effect; % is set by controls: 0 for no effect and ±100 for the full control effect; nearly all actives have a fitted effect of over 75% in size
#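 G9a (20 nM) was preincubated 15 min with compound, then reacted 2 h at room temperature with 500 nM biotin-H3K9 peptide and 20 µM SAM. Monomethyl-H3K9 detected by AlphaScreen using anti-H3K9me1 antibody.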
# BAZ2B inh = qHTS Assay for Inhibitors of BAZ2B; Bromodomain adjacent to zinc finger domain protein 2B (Homo sapiens), Q9UIF8; AlphaScreen BAZ2B-H3K14Ac peptide displacement; Potency, µM (series often up to 114 µM), without a hit: at the highest dose activity change, negative = inhibition, actives largely listed as inhibitors; actives 4.4% (n = 360,000); note: potency is the fitted concentration of half-maximal effect; % is set by controls: 0 for no effect and ±100 for the full control effect; nearly all actives have a fitted effect of over 60% in size
#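 AlphaScreen displacement of biotin-H3(5-23)K14Ac peptide (50 nM final) from BAZ2B (50 nM final) in PBS pH 7.4, 0.01% Tween-20; complex preformed 30 min RT, then compounds (top 110 uM) 30 min RT, beads 20 min dark.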
# PGK inhibitor = qHTS Assay to Find Inhibitors of Phosphoglycerate Kinase | Phosphoglycerate kinase, glycosomal (Trypanosoma brucei brucei), P07378 | PGK/GAPDH coupled, Kinase-Glo luminescence, 60 min | Potency, µM (titrated, usually from 57.5 µM), without a hit: top-dose activity change, negative = inhibition, most hits filed as inhibitors | actives 0.043% (n = 380,000) | AID 602233, 2012; note: potency is the fitted concentration of half-maximal effect; % is set by controls: 0 for no effect and ±100 for the full control effect; nearly all actives have a fitted effect of over 60% in size
# Target sequence (P07378 whole entry, looked up): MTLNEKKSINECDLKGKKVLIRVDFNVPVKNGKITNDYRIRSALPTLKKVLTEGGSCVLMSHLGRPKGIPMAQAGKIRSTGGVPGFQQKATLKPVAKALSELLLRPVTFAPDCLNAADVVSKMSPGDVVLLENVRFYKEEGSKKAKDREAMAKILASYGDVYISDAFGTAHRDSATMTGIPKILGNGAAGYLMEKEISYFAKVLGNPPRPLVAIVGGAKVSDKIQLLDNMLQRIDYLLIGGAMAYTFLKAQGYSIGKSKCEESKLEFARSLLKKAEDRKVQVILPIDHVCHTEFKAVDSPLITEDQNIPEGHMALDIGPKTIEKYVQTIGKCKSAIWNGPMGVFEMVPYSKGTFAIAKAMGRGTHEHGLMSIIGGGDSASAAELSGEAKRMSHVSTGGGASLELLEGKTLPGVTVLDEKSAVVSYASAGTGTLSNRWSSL
#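 Luminescent ATP detection (Kinase-Glo Plus) follows a 60-minute room-temperature incubation, with wells lacking PGK as controls. Buffer: 100 mM TEA (pH 7.6), 5 mM MgCl2, 0.01% Tween-20. Coupling enzyme GAPDH (100 nM final) supplies unstable 1,3-BPG in-well.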
# HP1b binding inh = HTS for Inhibitors of HP1-beta Chromodomain Interactions with Methylated Histone Tails. actives 0.56% (n = 390,000). AlphaScreen HP1-beta / biotin-H3K9me3 peptide binding. Chromobox protein homolog 1 (Homo sapiens), P83916. Potency, µM (series often up to 114 µM), for inactives: at the top dose activity change, negative = inhibition, most hits filed as inhibitors. AID 540317, 2011; note: potency is the fitted concentration of half-maximal effect; nearly all actives have a fitted effect of over 70% in size; inactives centre near 23
#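 HP1-beta protein (50 nM final) preincubated 30 min at room temperature with biotinylated H3(1-18)K9me3 peptide (50 nM) in PBS pH 7.4, 0.01% Tween-20, then compound added for 30 min. AlphaScreen streptavidin donor/nickel chelate acceptor beads (10 ug/mL final), 30 min dark, luminescence read.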
# Numbers without * were called inactive; i = inactive; ? = inconclusive; nt = no result given; & = joins results of further samples; [ ] = remark or other dose. Unless noted, calls come from the whole dose curve; as a rule, active = well fitted curve in the direction sought with a large enough effect; inconclusive = small, poorly fitted or top-dose-only effect, or another doubt; inactive = no such curve, though single readings can be large; an effect the other way counts as inactive or inconclusive.
SMILES,PI4K2A block,Pin1 inhibitor,GLS inh,JMJD2A Tudor,POLH inh,G9a block,BAZ2B inh,PGK inhibitor,HP1b binding inh
COc1ccccc1CNC(=O)c1cc(C)nn1-c1ccccc1,1,-5%,3%,-10%,-15%,6%,4%,-18%,22%
COc1ccc(N(CC(=O)Nc2ccccc2C(=O)N2CCCC2)S(C)(=O)=O)cc1,3,-8%,-3%,0%,-8%,9%,1%,1%,19%
COc1cc([C@H]2c3c(cc(OC)c(O)c3OC)C[C@@H](CO)[C@@H]2CO[C@@H]2O[C@H](CO)[C@@H](O)[C@H](O)[C@H]2O)cc(OC)c1O,-6,?,13%,-22%,-8%,?,7%,-1%,28%
CCc1cc2cc(C(=O)Nc3ccccc3F)sc2s1,-9,4%,-2%,4%,3%,3%[12.7 µM],0%,-1%,35%
Cc1ccc(Nc2nc(N)c(C#N)c(CC#N)c2C#N)cc1,6,17%,4%,-19%,-8%,21%[59 µM],-11%,4%,31%
COc1ccc(Oc2c(C)nc(SCC(=O)c3ccc(Cl)cc3)[nH]c2=O)cc1,1,-3%,-13%,-7%,-13%,-28%,-4%,-4%,28%
CCCC(=O)Nc1ccc(C(=O)NN2C(=O)c3ccccc3C2=O)cc1,-24,-2%,-4%,1%,-24%,7%,12%,-1%,25%
OCCC1CN(Cc2ccon2)CCN1Cc1ccccc1 (centres undefined),4,1%,-3%,4%,-14%,6%,1%,i,53%[activator]
O=C(NCCS(=O)(=O)N1CCN(c2ccccc2F)CC1)C1CC(=O)N(c2ccccc2)C1 (centres undefined),5&4,11%&0%,-9%&3%,-8%&1%,-5%&-15%,16%,-1%&-1%,-3%&-1%,13%&22%[57 µM]
COc1ccc(C2=C(C)C(N3CCN(c4ccc(OC)cc4)CC3)=NS2(=O)=O)cc1,6,-1%,4%,-6%,4%,-37%[59 µM],1%,2%,34%
CC(=O)c1c(C)[nH]c(C(=O)OCc2nnc(-c3ccc([N+](=O)[O-])cc3)o2)c1C,-4,?,1%,-30%,?,nt,nt,-2%,7%[57 µM]
CCOC(=O)Cc1csc(SC(C)C(=O)NCC(=O)Nc2ccc(F)c(F)c2F)n1 (centres undefined),3,-8%,15%,-8%,-6%,nt,-12%,9%,16%
C/C(=N/NC(=O)COc1ccc(C(C)(C)C)cc1)c1ccc(N2CCOCC2)cc1,-2,-6%,1%,-16%,-16%,nt,nt,-9%,23%
CCN(CC)S(=O)(=O)c1ccc(Cl)c(C(=O)NNC(=O)c2csc(N3CCOCC3)n2)c1,-6,1%,14%,-7%,-16%,nt,nt,-2%,44%[activator]
CCc1ccc(S(=O)(=O)c2c(C(=O)c3ccc(C)c(C)c3)cnc3ccccc23)cc1,6,85%[activator],-2%,-20%,1%,?,-25%,i,13%
CCc1ccccc1NC(=O)CSc1nc2n[nH]c(C)c2c(=N)n1-c1cccc(OC)c1,-1,?,?,-29%,-11%,13%[59 µM],-17%,-1%,13%
O=C(N/N=C/c1ccccn1)c1ccc(NC(=O)c2ccc(F)cc2)cc1,0,13%,9%,-22%,7%,50µM*,3%,4%,40%[activator]
Cc1ccccc1CC(=O)N1CCCC(CNC(=O)c2ccc(F)cc2)C1 (centres undefined),-3,-6%,0%,-10%,-17%,54%[activator],0%,5%,38%[activator]
Cc1ccc(CN2CCN(Cc3cc(=O)c4ccccc4[nH]3)CC2CCO)o1 (centres undefined),-1,4%,5%,-11%,-4%,1%,-19%,0%,19%
COc1cc2[nH]c3c(OC)ncnc3c2cc1OC,4,4%,-6%,4%,-33%,4%,19%,-15%,13%
COc1cc(/C=N/NC(=O)c2[nH]nc3c2CCc2ccccc2-3)ccc1O,0,2%,18%,?,-11%,69%[activator][59 µM],-8%,-9%,-9%
CCOc1ccc(CCNC(=O)Cn2c(-c3nonc3N)nc3ccccc32)cc1OCC,-9,32%[activator],-15%,-14%,-3%,23%[59 µM],6%,2%,21%
CC1CC(C)CN(S(=O)(=O)c2ccc(C(=O)NCc3ccco3)cc2)C1 (centres undefined),1,-2%,6%,-17%,-1%,-9%[59 µM],-28%,18%,7%
CC1c2cc3c(cc2CCN1S(=O)(=O)c1ccccc1)OCCCO3 (centres undefined),-6,-11%,7%,-17%,-5%,23%,-3%,2%,45%[activator]
COc1cc(N=c2c([N+](=O)[O-])nn(-c3ccc4c(c3)OCCO4)n2O)cc(OC)c1,6,1%,15%,-31%,-6%,?,?,-2%,-10%

# Next part; the last 2 above are carried over.
SMILES,PI4K2A block,Pin1 inhibitor,GLS inh,JMJD2A Tudor,POLH inh,G9a block,BAZ2B inh,PGK inhibitor,HP1b binding inh
CC1c2cc3c(cc2CCN1S(=O)(=O)c1ccccc1)OCCCO3 (centres undefined),-6,-11%,7%,-17%,-5%,23%,-3%,2%,45%[activator]
COc1cc(N=c2c([N+](=O)[O-])nn(-c3ccc4c(c3)OCCO4)n2O)cc(OC)c1,6,1%,15%,-31%,-6%,?,?,-2%,-10%
CNC(=O)c1cc(S(=O)(=O)NC2CCCCCC2)ccc1C,3,-3%,1%,1%,-18%,-21%,-10%,6%,35%
Fc1cccc2sc(Nc3nc4cc5c(cc4s3)OCO5)nc12,-6,-8%,-1%,5%,-12%,-8%[59 µM],5%,-7%,40%[activator]
NC(=O)C1CCN(C(=O)C2c3ccccc3C(=O)N3CCc4ccccc4C23)CC1 (centres undefined),6,-4%,3%,-18%,3%,79µM*,?,-2%,9%
CCN(CC)CCOC(=O)c1ccc(NC(=O)C2(c3ccccc3)CCCC2)cc1,-8,-4%,2%,-10%,-9%,-4%[59 µM],-5%[57.1 µM],-6%,22%
Cc1ccc(NC(=O)CN(C)C(=O)CNC(=O)c2sc3ccccc3c2Cl)cc1,-5,23%,10%,-17%,-24%,5%[59 µM],4%,i,19%
CCCn1cc(NC(=O)c2cc3n(n2)C(C(F)(F)F)CC(c2ccccc2)N3)cn1 (centres undefined),2,0%,-3%,-12%,-5%,-22%[12.7 µM],5%,1%,18%
O=C(CN1CCN(c2ccc(F)cc2)CC1)Nc1ccc(F)c(F)c1,-3,0%,32%[activator],-13%,-9%,-41%,-1%,10%,17%
COc1ccc(CCN2C(=O)N(c3ccc(OC)cc3)C(=O)C2CC(=O)Nc2ccccc2)cc1 (centres undefined),6,1%,-5%,-14%,-21%,-34%,nt,i,-3%
O=C(Cn1cnc2ccccc2c1=O)NCC(=O)N1CCN(c2ccccn2)CC1,0,-1%,8%,7%,0%,22%[59 µM],9%,-4%,12%
Cc1ccc(S(=O)(=O)N(CC(=O)NCCc2ccc(Cl)cc2)c2ccccc2C)cc1,3,16%,0%,-10%,-11%,2%[59 µM],-4%,-9%,11%
COc1ccc(NC(=O)C2CC(c3cc(OC)c(OC)c(OC)c3)=NO2)cc1OC (centres undefined),4,3%,3%,-28%,-4%,?,-30%,-8%,-4%
O=S(=O)(c1ccc(Cl)cc1)N(CCCN1CCOCC1)Cc1cccs1,-4,-1%,-5%,8.9µM*,-22%,28µM*,50µM*,i,15%
Cc1cccc(/N=C/c2c(O)cc(C)oc2=O)n1,-8,?,-14%,?,?,13µM*,-14%,i,6%
CSc1nc2ccc(NC(=O)NC(=O)c3c(F)cccc3F)cc2s1,-2,17%,1%,-16%,6%,13%,1%,-3%,48%[activator]
CC(OC(=O)CCc1c[nH]c2ccccc12)C(=O)c1ccccc1 (centres undefined),0,3%,-7%,?,-30%,?,-34%,2%,?
Cc1ccc([C@H]2C[C@H](O)[C@@H](n3cc(-c4ccc(F)cc4)nn3)CN2CC2CCCCC2)cc1,-13,nt,1%,nt,?,nt,nt,-3%,nt
COc1ccc(Nc2nc(-c3ccccc3)nc3ccccc23)cc1,-2,-3%,9%,-5%,-28%,11%,13%,-8%,75%[activator]
CCCOC(=O)c1sc2nc3c(cc2c1N)C(=O)CCC3,2,0%,13%,1%,-10%,-36%[12.7 µM],-8%,-5%,29%
COc1ccc(CC(=O)Nc2ccccc2C(C)=O)cc1S(=O)(=O)N1CCOCC1,0,-2%,4%,-3%,-3%,7%,27%,0%,10%
C=CCn1c(Cc2ccc(OC)cc2)nnc1SCC(N)=O,-1,-6%,0%,-9%,-20%,9%[59 µM],3%,5%,34%
CC(=O)NCCc1ccc(C(=O)Cn2cnc3ccccc3c2=O)cc1,3,0%,0%,-3%,-20%,-8%,-9%,i,12%
NC(=O)c1ccc(NC(=O)c2cnc3ccccc3n2)cc1,-6,5%,1%,-13%,-5%,nt,-5%,1%,30%[activator]
Cc1ccc(CSc2nc(=O)c3c(C)cc(C)nc3n2C2CC2)cc1,1,-2%,-13%,-17%,-22%,4%[59 µM],18%,-6%,38%[57 µM]
CC1CC(C)(C)NC(=S)N1CCCC(=O)NCc1ccccc1 (centres undefined),2,-4%,-4%,-15%,-15%,-4%,-11%,-1%,28%
Nc1ncnc2c1ncn2[C@@H]1O[C@H](CNC(=O)[C@@H]2C[C@H](F)CN2)[C@@H](O)[C@H]1O,-23,-4%,-1%,-2%,-4%,nt,nt,-7%,45%[activator]
CSc1nsc(NN)n1,-4,nt,5%,nt,3%,nt,nt,-9%,nt

# This is a subset; rates above refer to the full screens.
